FBPA Giardia inh: inhibitors of Giardia lamblia fructose-1,6-bisphosphate aldolase. A8B2U2. purified Giardia FBPA. Potency, µM (doses to about 59.6 µM), without a hit: at the top dose activity, negative = inhibition, most hits filed as inhibitors. actives 0.71% (n = 290,000). AID 2451; note: potency is the fitted concentration of half-maximal effect; % is set by controls: 0 for no effect and ±100 for the full control effect; nearly all actives have a fitted effect of over 55% in size
Target sequence (A8B2U2 whole entry, looked up): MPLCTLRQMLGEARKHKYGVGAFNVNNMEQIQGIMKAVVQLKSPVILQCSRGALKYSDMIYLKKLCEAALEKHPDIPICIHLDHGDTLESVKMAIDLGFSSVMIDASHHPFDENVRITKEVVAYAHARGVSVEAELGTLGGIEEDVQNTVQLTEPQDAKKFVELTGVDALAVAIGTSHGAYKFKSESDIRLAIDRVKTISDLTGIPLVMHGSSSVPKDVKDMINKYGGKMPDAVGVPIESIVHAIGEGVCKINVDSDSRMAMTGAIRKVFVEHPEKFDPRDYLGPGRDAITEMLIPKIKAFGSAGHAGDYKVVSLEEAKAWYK
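Giardia FBPA (40 nM reagent) was preincubated 10 min at RT with compound (up to 57.5 uM final), then substrate plus GAPDH/TPI/NAD/arsenate coupling system with diaphorase/resazurin was added; resorufin fluorescence (525/598 nm) was read after 20 min.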
Shiga toxin inh: Shiga toxin inhibition. actives 9.2% (n = 290,000). inhibition, % at 38.7 µM. AID 2315. Vero cells, Shiga toxin protein synthesis inhibition reporter; in the data active = inhibition mostly above about 28%, no sharp cut-off; inactive = mostly below about 43%; note: 0% is about no effect
AMA1-RON2 inh: inhibitors of Plasmodium falciparum AMA1-RON2 interaction | Potency, µM (series often up to 58.2 µM), inactives show at the highest dose activity change, negative = inhibition, most hits filed as inhibitors | AlphaScreen AMA1-biotinylated RON2 peptide binding | AID 720542 | actives 0.2% (n = 360,000);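 note: potency is the fitted concentration of half-maximal effect; 0% = vehicle wells and -100% = peptide control; nearly all actives have a fitted effect of over 45% in size; some results filed as inactive show a strong effect at the top dose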
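AMA1 (3D7) with his tag at 25 nM final met compounds first, then biotinylated RON2 peptide at 25 nM; detection used donor plus acceptor beads, 10 µg/mL apiece, read by AlphaScreen after 30 min at room temperature.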
HCMV inh: blocks human cytomegalovirus replication; activity change, negative = inhibition, % at 57.5 µM; HFF cells, HCMV-luciferase reporter, 72 h; stronger effect = lower value; actives 4.5% (n = 410,000); AID 1259415; in the data active = activity change below about -60%; inconclusive = no clear call, values can overlap the other calls; inactive = above about -39%; note: % is set by controls: 0 for no effect and ±100 for the full control effect
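Two compound doses tested in HFFs infected with HCMV-luciferase, MOI 1 PFU/cell, 72 h at 37C. Lysate luminescence read with OneGlo; data normalized against buffer-only and 10uM Salinomycin inhibitor controls.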
CHX counter: affects cycloheximide protein synthesis inhibition readout, counter-screen. actives 12% (n = 300,000). cell reporter, cycloheximide protein synthesis inhibition counterscreen. max response, %. AID 2314; in the data active = max response mostly above about 13%, no sharp cut-off; inactive = mostly below about 14%; note: read at 38.3 µM for the half of the compounds with a filed dose; 0% is about no effect
AmpC inh no detg: AmpC beta-lactamase inhibition without detergent; P00811; AmpC nitrocefin hydrolysis, absorbance 480 nm, 0.0001% Triton; Potency, µM (series often up to 57.1 µM), inactives show top-dose activity change, negative = inhibition, hits mostly inhibitors; actives 0.52% (n = 330,000);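 note: potency is the fitted concentration of half-maximal effect; plate controls were no compound for no effect and no enzyme for full effect; nearly all actives have a fitted effect of over 20% in size; some results filed as inactive show a strong effect at the top dose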
Target sequence (P00811 whole entry, looked up): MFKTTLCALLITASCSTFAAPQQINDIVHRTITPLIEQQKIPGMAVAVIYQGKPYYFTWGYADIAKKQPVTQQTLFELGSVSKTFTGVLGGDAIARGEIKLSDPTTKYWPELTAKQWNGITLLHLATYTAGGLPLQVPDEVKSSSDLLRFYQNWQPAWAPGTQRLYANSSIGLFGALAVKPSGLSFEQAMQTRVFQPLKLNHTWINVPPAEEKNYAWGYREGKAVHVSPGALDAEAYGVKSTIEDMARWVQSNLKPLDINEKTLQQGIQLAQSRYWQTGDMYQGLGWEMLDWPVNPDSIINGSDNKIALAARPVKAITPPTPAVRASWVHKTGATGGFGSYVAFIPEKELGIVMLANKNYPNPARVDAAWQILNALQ
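20 mM phosphate pH 7.0 + 0.01% (detergent screen) or 0.0001% Triton X-100; 5.3 nM AmpC reagent; cpd preinc 15 min RT; nitrocefin (800 uM stock) to start; A480 q20 s × 4 min; Activity was normalised to no-enzyme and no-compound control wells.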
AmpC detergent: AmpC beta-lactamase inhibition with detergent present | P00811 | AmpC hydrolysis of nitrocefin, absorbance 480 nm, 0.01% Triton | Potency, µM (top dose mostly 114 µM), for inactives: at the top dose activity change, negative = inhibition, hits mostly inhibitors | actives 0.041% (n = 370,000);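 note: potency is the fitted concentration of half-maximal effect; 0% = no-compound wells and -100% = no-enzyme wells; nearly all actives have a fitted effect of over 25% in size; some results filed as inactive show a strong effect at the top dose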
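20 mM phosphate pH 7.0 + 0.01% (detergent screen) or 0.0001% Triton X-100; 5.3 nM AmpC reagent; cpd preinc 15 min RT; nitrocefin (800 uM stock) to start; A480 q20 s × 4 min; Activity was normalised to no-enzyme and no-compound control wells.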
* marks the source's active call; other numbers are inactive results; ? = inconclusive; · = not tested or not shown; [ ] = dose if it differs, or a comment. Unless noted, calls come from the whole dose curve; as a rule, active = well fitted curve in the direction sought with a large enough effect; inconclusive = small, poorly fitted or top-dose-only effect, or another doubt; inactive = no such curve, though single readings can be large; an effect the other way counts as inactive or inconclusive.

1: Cc1ccc(-n2c(-c3ccncc3)n[nH]c2=S)cc1
2: CN(C)CCn1c2c(c(SCC(=O)NCc3ccccc3)nc1=O)CCCC2
3: Cc1cccc(C(C)(C)C)c1OCCn1ccnc1
4: C=CCn1c(=NC(=O)c2ccco2)sc2cc(C(=O)OCC)ccc21
5: COc1ccc(-c2nn[nH]n2)cc1OC
6: O=C(O)C1C2CCC(O2)C1C(=O)Nc1cccc(Br)c1 (stereo unspecified)

Assay by compound,1,2,3,4,5,6
FBPA Giardia inh,-18%,·,-15%,0%,-7%,0%
Shiga toxin inh,168*,·,-10,-5,-29,-7
AMA1-RON2 inh,1%,4%,?,0%[2.32 µM],9%,-12%
HCMV inh,?,-14,-13,7,-22,-23
CHX counter,31*,·,2,3,9,1
AmpC inh no detg,-5%,-4%,-5%,-19%,-9%,-23%
AmpC detergent,4%,?,-2%,-9%,-1%,-12%

7: Cc1cc(NC(=O)CCC(=O)N(CC(=O)NC2CCCC2)c2cccc(F)c2)no1
8: COCCN(C(=O)CSCc1ccccc1)c1c(N)n(Cc2ccccc2)c(=O)[nH]c1=O
9: O=C1C2C(c3ccccc3)C=CC(c3ccccc3)C2C(=O)N1c1cccnc1 (stereo unspecified)
10: CCn1c(COc2cccc(OC)c2)nnc1SCC(=O)Nc1cc(OC)ccc1OC
11: Cc1ncc([N+](=O)[O-])n1Cc1ccc(Br)cc1
12: CCN(CC)S(=O)(=O)c1ccc2c(c1)nc(SCC(=O)NC1CC1)n2-c1ccccc1OC

Assay by compound,7,8,9,10,11,12
FBPA Giardia inh,4%,·,0%,5%,5%,3%
Shiga toxin inh,-14,-9,-2,-9,-9,2
AMA1-RON2 inh,0%,-2%,21%,-11%,0%,9%
HCMV inh,82,-5,-9,-9,-23,-4
CHX counter,1,-2,-2,-2,6,-2
AmpC inh no detg,16%,1%,-12%,67%[activator],-9%,171%[activator]
AmpC detergent,2%,-4%,-1%,-7%,-1%,?

13: CCn1c(=O)c(CCC(=O)NCC2CCCO2)c(C)c2c(C)nn(-c3ccc(C)cc3)c21 (stereo unspecified)
14: CCOc1ccc(-c2nnc(NC3=NCCCCC3)o2)cc1
15: O=C(NCC1CCCO1)c1ccc(NC(=O)c2cccc([N+](=O)[O-])c2)cc1 (stereo unspecified)
16: CCOc1ccc(NC(=O)C(CC(=O)O)Cc2ccc(C)cc2)cc1 (stereo unspecified)
17: Cc1ccnc(NC(=O)C(C)N2C(=O)c3ccccc3C2=O)c1 (stereo unspecified)
18: Cc1cc(NC(=O)COC(=O)C2CC(=O)N(c3cccc(C)c3C)C2)no1 (stereo unspecified)

Assay by compound,13,14,15,16,17,18
FBPA Giardia inh,·,2%,1%,26%,6%,7%
Shiga toxin inh,-4,73*,-14,-5,17,-14
AMA1-RON2 inh,3%,5%,2%,3%,-4%,8%
HCMV inh,16,30,-36,19,-28,14
CHX counter,-1,41*,0,-3,-3,-4
AmpC inh no detg,26%,19%,-6%,-18%,-8%,-8%
AmpC detergent,2%,-4%,?,-9%,4%,0%

19: COCCn1c(=N)c(S(=O)(=O)c2ccc(F)cc2)cc2c(=O)n3cccc(C)c3nc21
20: COc1ccccc1NC(=O)N1CCCC1C(=O)NCCc1ccccc1 (stereo unspecified)
21: COC(=O)CC1(c2ccc(OC)cc2)C(=O)c2ccccc2C1=O
22: Cc1ccc(C2C(C(=O)c3sc(C)nc3C)=C(O)C(=O)N2CCN2CCOCC2)o1 (stereo unspecified)
23: COc1ccc(CCn2c(O)c(C=NCc3ccc4c(c3)OCO4)c(=O)[nH]c2=O)cc1OC
24: O=S(=O)(Nc1ccc(Cl)cc1)c1cccc2nsnc12

Assay by compound,19,20,21,22,23,24
FBPA Giardia inh,·,2%,-6%,-21%,-1%,4%
Shiga toxin inh,-13,-16,-5,-7,-5,-2
AMA1-RON2 inh,-1%,-2%,-12%,2%,2%,-2%
HCMV inh,?,27,15,-32,-19,-28
CHX counter,-1,1,-2,-3,1,-1
AmpC inh no detg,-9%,18%,35%,-7%,3%,-33%
AmpC detergent,?,-6%,-2%,-3%,-9%,0%

25: O=C(CN1C(=O)CSCC1=O)NCc1ccc(F)cc1
26: CN1CCN(C(=O)/C(=C\c2cccs2)NC(=O)c2ccccc2)CC1
27: CCn1ccnc1CN(C)Cc1nc(-c2cccc(Cl)c2)no1
28: N#C/C(=C\c1ccccc1Cl)C(=O)Nc1ccccn1
29: COc1ccc(N2CCN(C(=O)C3CCCN(c4ncnc5c4nc4n5CCCCC4)C3)CC2)cc1 (stereo unspecified)
30: CCOC(=O)Nc1ccc(=O)n(Cc2c(Cl)cccc2Cl)c1

Assay by compound,25,26,27,28,29,30
FBPA Giardia inh,2%,-4%,7%,?,8%,-19%
Shiga toxin inh,-12,-6,49,-6,-6,10
AMA1-RON2 inh,0%,1%,1%,2%,-7%,-3%
HCMV inh,-15,-8,7,54,-21,-13
CHX counter,9,-2,30*,-1,-4,7
AmpC inh no detg,-5%,-9%,35%,-11%,168%[activator],-28%
AmpC detergent,?,-8%,-4%,-9%,-10%,0%

31: N/C(Cc1ccc([N+](=O)[O-])cc1)=N\OC(=O)c1ccc2ccccc2c1
32: COc1ccc(-c2noc(CCC(=O)N3CCN(c4ccccc4OC)CC3)n2)cc1
33: COCCOC(=O)c1c(C)n(C)c2ccc(OC(=O)c3ccccc3OC)cc12
34: COc1cccc(NC(=O)N(C2CCCCC2)C(C)c2cccs2)c1 (stereo unspecified)
35: Cc1c(N=C2NC(=O)/C(=C/c3cccc([N+](=O)[O-])c3)S2)c(=O)n(-c2ccccc2)n1C
36: CCCc1nc(Nc2nc3ccccc3o2)nc(C)c1C(=O)OCC

Assay by compound,31,32,33,34,35,36
FBPA Giardia inh,2%,·,0%,·,5%,0%
Shiga toxin inh,131*,·,-6,98,-9,129*
AMA1-RON2 inh,-12%,-5%,-6%,-6%,·,4%
HCMV inh,13,-3,-32,14,·,83
CHX counter,45*,·,3,14,1,61*
AmpC inh no detg,-13%,187%[activator],156%[activator],-21%,-22%,-23%
AmpC detergent,-10%,·,-5%,-5%,?,?

37: COc1cc(NS(=O)(=O)c2ccc(NC(=S)NC(=O)c3ccco3)cc2)ncn1
38: COc1cccc(C(C(=O)NCC2CCCO2)N(C(=O)Cn2nnc3ccccc32)c2ccc(NC(C)=O)cc2)c1 (stereo unspecified)
39: COc1ccccc1NC(=O)CC1Nc2ccccc2NC1=O (stereo unspecified)
40: CC1Oc2ccccc2N(CC(=O)Nc2ccc3c(c2)OCO3)C1=O (stereo unspecified)
41: COc1ccc(CCNC(=O)COC(=O)Cc2cccc3ccccc23)cc1
42: CCOC(=O)CSCc1c(C#N)c2ccccc2n1C

Assay by compound,37,38,39,40,41,42
FBPA Giardia inh,14%,3%,-12%,0%,-3%,-7%
Shiga toxin inh,-9,-4,19,27,9,3
AMA1-RON2 inh,-19%,-8%,6%,3%,1%,-5%
HCMV inh,-21,-39,72,24,-27,-11
CHX counter,-3,0,4,16,3,-3
AmpC inh no detg,-20%,5%,-2%,-8%,43%,-6%
AmpC detergent,-3%,?,?,-20%,4%,-13%

By substructure, those above containing a nitro group on carbon (4)
11: Cc1ncc([N+](=O)[O-])n1Cc1ccc(Br)cc1
15: O=C(NCC1CCCO1)c1ccc(NC(=O)c2cccc([N+](=O)[O-])c2)cc1 (stereo unspecified)
31: N/C(Cc1ccc([N+](=O)[O-])cc1)=N\OC(=O)c1ccc2ccccc2c1
35: Cc1c(N=C2NC(=O)/C(=C/c3cccc([N+](=O)[O-])c3)S2)c(=O)n(-c2ccccc2)n1C

Assay by compound,11,15,31,35
FBPA Giardia inh,5%,1%,2%,5%
Shiga toxin inh,-9,-14,131*,-9
AMA1-RON2 inh,0%,2%,-12%,·
HCMV inh,-23,-36,13,·
CHX counter,6,0,45*,1
AmpC inh no detg,-9%,-6%,-13%,-22%
AmpC detergent,-1%,?,-10%,?

More compounds:
43: O=C(COc1ccccc1)N1CCCCCCC1
44: Cc1cc(-c2ccc(C)c(S(=O)(=O)N3CCN(c4ccc([N+](=O)[O-])cc4)CC3)c2)on1
45: O=S1(=O)CCN(OCc2ccc(Cl)cc2)CC1
46: CC(NC(=O)C(=O)N/N=C\c1cccc([N+](=O)[O-])c1)c1ccccc1 (stereo unspecified)
47: COc1ccc(S(=O)(=O)N2CCCC2CNC(=O)c2cccc(OC)c2)cc1 (stereo unspecified)
48: Cc1cccc(N2CN=c3s/c(=C\c4ccncc4)c(=O)n3C2)c1

Assay by compound,43,44,45,46,47,48
FBPA Giardia inh,-3%,·,2%,0%,·,3%
Shiga toxin inh,11,-1,-5,5,·,-2
AMA1-RON2 inh,0%,-6%,-25%,15%,14%,8%
HCMV inh,3,-73*,-4,1,-9,-10
CHX counter,-2,-2,1,8,·,-1
AmpC inh no detg,0%,-52%,-4%,-6%,122%[activator],-15%
AmpC detergent,1%,-17%,-12%,-7%,-17%,?

49: O=S(=O)(NCc1ccc(F)cc1)c1ccc(-n2cnnn2)cc1
50: COc1ccc(NC2CCCN(C(=O)c3csc(C(C)C)n3)C2)cc1OC (stereo unspecified)
51: CC(=O)c1ccc(-c2cccc(-c3nc4ccccn4c3NC3CCCCC3)c2)cc1
52: O=C1c2ccccc2C(=O)N1Cc1cc(-c2ccccc2)no1
53: CC(=O)c1ccc(-c2cccc([C@H]3[C@@H]4C=CC[C@@H](C)[C@@H]4C(=O)N3Cc3ccccc3)c2)cc1
54: Oc1cc2c(cc1CN1CCN(c3cccc(C(F)(F)F)c3)CC1)CCC2

Assay by compound,49,50,51,52,53,54
FBPA Giardia inh,·,-19%,·,2%,-9%,1%
Shiga toxin inh,-10,16,·,27*,36*,-7
AMA1-RON2 inh,19%,2%,-20%,10%,-23%,?
HCMV inh,0,-32,-29,63,-7,-7
CHX counter,-2,1,·,19*,18,-5
AmpC inh no detg,-6%,-2%,-16%,?,11%,-21%
AmpC detergent,-13%,?,?,3%,·,?

55: Clc1ccc(OCCn2ccnc2)c(Br)c1
56: CC(C)Cc1ccc(C(C)C(=O)Nc2ccccc2O)cc1 (stereo unspecified)
57: COc1cc(OC)c(NC(=O)c2ccc3c(SCC(=O)O)c4c(nc3c2)CCCC4)cc1Cl
58: COCCC(=O)N1CCC(n2nccc2NC(=O)c2ccccc2C)CC1
59: Cc1ccc(S(=O)(=O)N2CCC(C(=O)N3CCC(C(=O)NCc4cccnc4)CC3)CC2)cc1
60: CCc1cccc(C)c1NC(=S)N1CC2CC(C1)c1cccc(=O)n1C2 (stereo unspecified)

Assay by compound,55,56,57,58,59,60
FBPA Giardia inh,-16%,-6%,-7%,0%,4%,-15%
Shiga toxin inh,-7,10,-12,-4,-8,-5
AMA1-RON2 inh,9%,0%,-2%,-9%,4%,-5%[2.32 µM]
HCMV inh,12,-82*,?,-26,22,12
CHX counter,-3,-3,-3,1,-3,-1
AmpC inh no detg,5%,4µM*,-7%,-16%,40%,-14%
AmpC detergent,?,-5%,1%,-15%,-10%,-5%

Source: PubChem
